Source: PubChem BioAssay
ELG1 genotox = inducers of genotoxicity in HEK293T ELG1-luciferase cells; 330,000 compounds, 1.3% hits; HEK293T ELG1-luciferase reporter, luminescence, 16 h; Potency, µM (highest dose often 46 µM), for the others: at the top dose activity change, positive = activation, most hits filed as activators; AID 504466; further: potency means the concentration at half of the fitted maximal effect; % of control where 0% means no effect; nearly all actives have a fitted effect of over 60% in size
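16 hr compound incubation (37 °C, 5% CO2) of HEK293T cells carrying luciferase-tagged ELG1; luciferase then measured by ONE-Glo luminescence after 30 min at RT.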
BRCA1 expr act = increases BRCA1 expression. MCF7-BRCA1-FFLuc reporter, luminescence, 48 h; response scale: scaled: vehicle 0%, 10 µM genistein 100%. Potency, µM (highest dose often 46.1 µM), for the others: at the top dose activation, actives largely listed as activators. 380,000 compounds, 1.1% hits; further: potency means the concentration at half of the fitted maximal effect; nearly all actives have a fitted effect of over 80% in size; some results filed as inactive show a strong effect at the top dose
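Quantitative HTS in MCF7 cells stably reporting BRCA1 expression via firefly luciferase. Compound treatment lasts 48 h at 37 °C in phenol-red free MEM. Activation is expressed relative to genistein at 10 microM and DMSO.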
S-ASM inh = blocks human secretory acid sphingomyelinase | 340,000 compounds, 0.006% hits | Potency, µM (highest dose often 57.5 µM), for inactives: top-dose activity change, negative = inhibition, usual class: inhibitors | AID 504937 | placental ASM, HMU-PC fluorogenic substrate, 60 min | P17405; further: potency means the concentration at half of the fitted maximal effect
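Human placenta-derived ASM enzyme was preincubated with compound for 10 minutes at room temperature, then given fluorogenic substrate HMU-PC0 (9 uM final) for 60 minutes at 37 °C; a pH 10 stop preceded fluorescence reading at Ex 386/Em 447 nm.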
Eya2 phos inh = blocks the phosphatase activity of human Eya2; Potency, µM (top dose mostly 76.9 µM), inactives show at the highest dose activity, negative = inhibition, most hits filed as inhibitors; AID 488837; 330,000 compounds, 0.006% hits; recombinant Eya2, OMFP fluorescence dephosphorylation (OMFP is methylfluorescein phosphate); further: potency means the concentration at half of the fitted maximal effect; on the % scale 0 is the no-effect control and ±100 the full control effect
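Eya2 protein (added as 0.2 uM solution) was preincubated with compound for 10 min at ambient temperature in 50 mM HEPES pH 7.5, 50 mM NaCl, 5 uM MgCl2, 0.05% BSA, 1 mM DTT. OMFP (added at 50 uM) then reacted 10 min; fluorescence read at 485/525 nm.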
PTAP TSG101 blk = blocks PTAP/TSG101 interaction to inhibit HIV-1 budding; AID 493005; 340,000 tested, under 10 active; Fluorescence polarization, FITC-PTAP peptide / Tsg101 binding; Potency, µM (titrated, usually from 115 µM), for the others: top-dose activity change, negative = inhibition, usual class: inhibitors; Q99816; active means well fitted inhibition curve with a large enough effect in the main read-out, with a control signal flat, not every such curve was filed as active; inconclusive means small, poorly fitted or top-dose-only effect, or effect the other way, or a change in a side signal; inactive means no such curve, though single readings can be large or run the other way; further: potency means the concentration at half of the fitted maximal effect; % of control where 0% means no effect
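Fluorescence anisotropy tracks displacement of a FITC-tagged PTAP peptide (50 nM) from the Tsg101 binding domain (10 uM), following a 20 min room-temperature incubation at pH 7.5.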
USP2a inh = USP2a (human) protease inhibition; O75604; Potency, µM (top dose mostly 38.3 µM), without a hit: top-dose activity change, negative = inhibition, usual class: inhibitors; 330,000 compounds, 0.01% hits; USP2 core, Ub-CHOP2 coupled fluorogenic reporter, 485/531; AID 463254;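 further: potency means the concentration at half of the fitted maximal effect; plate controls were DMSO wells for no effect and full inhibition by NEM control for full effect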
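Deubiquitinase activity read as fluorescence (485/531 nm) after Ub-CHOP2 cleavage activates the enterokinase reporter on its substrate; USP2 core 10nM, Ub-CHOP2 and substrate 25nM each, 30min compound preincubation then 60min RT; data normalized to NEM, curves fitted.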
p53 reactivation = restores transcriptional activity of mutant p53; H1299 p53-A138V BP100-luciferase reporter, luminescence, 24 h; AID 504706; Potency, µM (series often up to 92.2 µM), for the others: at the highest dose activity change, positive = activation, hits mostly activators; 320,000 compounds, 0.063% hits; further: potency means the concentration at half of the fitted maximal effect; % of control where 0% means no effect; nearly all actives have a fitted effect of over 45% in size
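p53-null H1299 cells stably carrying temperature-sensitive p53-A138V and a BP100-luciferase reporter were pinned with compounds (4-point, 1:5 series) and held 24 hrs at 37 deg C. Luminescence was read 10 min after detection reagent.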
B2AR arrestin = agonists driving beta-arrestin recruitment to human beta2-adrenergic receptor; P07550; beta-arrestin recruitment to beta2AR, cell-based reporter; Potency, µM (top dose mostly 46.1 µM), inactives show at the highest dose activation, actives largely listed as activators; 330,000 compounds, 0.02% hits; AID 492947;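 further: potency means the concentration at half of the fitted maximal effect; 0% = DMSO controls and full agonism = EC100 isoproterenol or metaproterenol; nearly all actives have a fitted effect of over 65% in size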
uPA generation = cell surface uPA generation inhibition; 330,000 compounds, 0.31% hits; AID 540303; cell surface uPA generation assay, qHTS; Potency, µM (titrated, usually from 38.3 µM), without a hit: top-dose activity change, negative = inhibition, hits mostly inhibitors; active means well fitted inhibition curve with a large enough effect; inconclusive means small, poorly fitted or top-dose-only effect; inactive means no such curve, though single readings can be large or run the other way; tested in mouse RAW 264.7 cells; further: potency means the concentration at half of the fitted maximal effect; on the % scale 0 is the no-effect control and ±100 the full control effect; nearly all actives have a fitted effect of over 55% in size
a7 integrin act = activates integrin-mediated alleviation for muscular dystrophy; alpha7betagal myoblasts, beta-gal FDG fluorescence, 48 h; Potency, µM (top dose mostly 38.3 µM), for inactives: at the highest dose activation, hits mostly activators; 350,000 compounds, 0.064% hits; AID 624291;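 further: potency means the concentration at half of the fitted maximal effect; 100% = response of the positive control SU9516; nearly all actives have a fitted effect of over 60% in size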
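Alpha7betagal+/- myoblasts (passage 13) were plated 16-24 hr, then exposed to compounds (1:260 dilution of DMSO stock) for 48 hours at 37C. After MPER lysis, β-galactosidase reporter activity was read as FDG fluorescence (ex 480/em 540) after 30 minutes.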
TRPV1 ag = human TRPV1 agonism; activation, % at 8.33 µM; TRPV1-expressing cells, Fluo-8 calcium influx, agonist mode; 320,000 compounds, 0.19% hits; Q8NER1; in the data active means activation above about 80%; inconclusive means between about 30% and that limit; further: 0% is about no effect
Target sequence (Q8NER1 whole entry, looked up): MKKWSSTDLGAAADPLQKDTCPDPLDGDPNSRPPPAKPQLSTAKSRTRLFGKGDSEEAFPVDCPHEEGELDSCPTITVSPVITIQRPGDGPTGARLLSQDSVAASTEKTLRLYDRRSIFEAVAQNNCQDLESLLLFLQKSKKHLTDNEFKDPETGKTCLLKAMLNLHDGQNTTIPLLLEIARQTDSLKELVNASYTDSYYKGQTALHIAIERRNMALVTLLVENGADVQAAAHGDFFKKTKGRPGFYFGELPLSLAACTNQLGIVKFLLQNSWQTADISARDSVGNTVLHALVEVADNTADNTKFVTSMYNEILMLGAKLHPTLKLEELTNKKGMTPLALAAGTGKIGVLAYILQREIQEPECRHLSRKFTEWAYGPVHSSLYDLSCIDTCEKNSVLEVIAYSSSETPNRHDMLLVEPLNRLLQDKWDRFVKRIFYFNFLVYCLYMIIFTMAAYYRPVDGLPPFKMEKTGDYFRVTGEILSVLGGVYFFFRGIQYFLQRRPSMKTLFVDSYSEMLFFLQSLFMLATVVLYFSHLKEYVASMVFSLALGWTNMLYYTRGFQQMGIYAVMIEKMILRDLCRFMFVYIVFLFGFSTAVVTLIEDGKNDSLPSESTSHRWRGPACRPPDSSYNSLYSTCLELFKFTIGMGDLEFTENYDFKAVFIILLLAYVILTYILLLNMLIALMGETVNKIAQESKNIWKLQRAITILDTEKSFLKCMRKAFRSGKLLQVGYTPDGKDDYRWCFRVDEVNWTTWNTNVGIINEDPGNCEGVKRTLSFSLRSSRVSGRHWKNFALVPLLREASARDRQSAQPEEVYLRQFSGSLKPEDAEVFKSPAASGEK
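TRPV1-expressing cells were cultured overnight at 35.5C and loaded with Fluo-8 calcium dye for 40 to 90 min at room temperature. After a 10 s baseline, compound was added and calcium influx was read kinetically for 3 min (ex 480/em 520 nm).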
Numbers without * were called inactive; i = inactive; ? = inconclusive; / = not tested or not shown; [ ] = another dose, or the depositor's remark. Unless noted, the call rests on the fitted dose curve; in most records, active means well fitted curve in the direction sought with a large enough effect; inconclusive means small, poorly fitted or top-dose-only effect, or another doubt; inactive means no such curve, though single readings can be large; an effect the other way counts as inactive or inconclusive.

SMILES | ELG1 genotox | BRCA1 expr act | S-ASM inh | Eya2 phos inh | PTAP TSG101 blk | USP2a inh | p53 reactivation | B2AR arrestin | uPA generation | a7 integrin act | TRPV1 ag
CCc1nc(N2CCN(C(=S)NCCCOC)CC2)c2c3c(sc2n1)CCCC3 | -15% | -68% | -11% | -14% | -5% | 2% | / | -0.2% | 2% | -7% | ?
CCCC(=O)Nc1c(-c2ccccc2)c(=O)c(C)nn1-c1ccccc1 | 1% | -20% | 2% | 7% | 1% | -3% | 3% | 0.1% | 1% | ? | -2
O=C(CSc1ncnc2c1oc1ccccc12)N1CCN(c2ccccc2)CC1 | / | -1%[1.84 µM] | -3% | / | -8% | / | / | / | 0% | -23% | /
Cn1c(Cn2c(C(F)(F)F)nc3ccccc32)nc2ccccc21 | 0% | -18% | 9% | 12% | -3% | 0% | 1% | -0.8% | -3% | -27% | 2
CC(=O)Nc1ccc(NC(=O)C(C)OC(=O)CCCN2C(=O)c3cccc4cccc(c34)C2=O)cc1 (configuration not stated) | 9% | -1% | -10% | 2% | -2% | 1% | -7% | -0.3% | -2% | 3% | -1
O=C(Nc1cccc(Cl)c1)c1cc(F)cc2c1OCOC2 | -1% | 29% | -2% | -6% | -3% | 2% | 0% | 3.5% | 4% | 14% | 11
O/N=C(\Cn1ccnc1)c1ccccc1 | / | 30% | 4% | / | -4% | / | / | / | 0% | 0% | /
CC1(C)Cc2ccccc2C(C(=O)c2ccccc2)=N1 | -2% | 6% | -1% | 14% | -4% | -3% | -6% | -0.3% | 3% | 0% | 1
C=CCn1c(Cc2cccs2)nnc1SCC(=O)Nc1ccc(OC)c(OC)c1 | -5% | 3% | 2% | 12% | -2% | 0% | -4% | -0.2% | 0% | -42% | -1
Cc1[nH]c2ccc(C(=O)NCCCN3CCCC3)cc2c1C | 4% | 5% | 2% | -11% | -3% | 0% | -2% | 0.0% | 1% | 3% | -3
CCCN(CC(=O)Nc1ccccc1C)C(=O)c1ccc(N2CCCCCC2)c([N+](=O)[O-])c1 | -8% | -36% | -13% | 12% | -2% | -3% | -19% | -0.5% | 1% | -38% | 7
COc1ccc(-n2nc(C(=O)NCC(=O)NCCCN3CC(C)CC(C)C3)c3ccccc3c2=O)cc1Cl (configuration not stated) | 1% | -52% | 6% | -3% | -6% | -1% | -5% | 0.2% | -4% | -53%[inhibitor] | 2
CCCNC(=O)c1nn2cc(Br)cnc2c1Cl | 6% | 4% | 1% | 1% | 1% | 0% | -4% | -1.7% | / | ? | 1
Cc1c(NC(=O)c2cc(-c3ccccc3)on2)c(=O)n(-c2ccccc2)n1C | -7% | -8% | -2% | -36% | -5% | 1% | -2% | -0.3% | -5% | -6% | 3
COc1ccc(C2C(C#N)=C(N)OC3=C2C(=O)CC(C)(C)C3)c([N+](=O)[O-])c1OC (configuration not stated) | 4% | 17% | 24% | -4% | -7% | 1% | 4% | -0.7% | -2% | 9% | /
CC(=O)C1=C(O)C(=O)N(C2CCCCC2)C1c1ccccc1 (configuration not stated) | 0% | -7% | 0% | 1% | 0% | 3% | -4% | -0.2% | -1% | 9% | 2
Cc1c(Cl)cn2c(=O)cc(CN3CCN(c4ccccc4)CC3)nc2c1Cl | -11% | 0% | -2% | 4% | 0% | 4% | -4% | -0.4% | 1% | -4% | 0
CCn1c(O)c(C(C#N)=C2N=c3ccccc3=N2)c2ccccc21 | 1% | -43% | -2% | -2% | -9% | -1% | -3% | 0.3% | / | -21%[7.66 µM] | 2
CCOC(=O)c1ccc(OC)c(OC)c1Cl | 4% | -4% | 4% | 0% | -6% | 3% | 1% | 0.5% | -13% | 3% | 7
O=c1c2cc(NC(=S)N3CCCCCC3)ccc2nc2n1CCCCC2 | -7% | 0% | 1% | -8% | -3% | 1% | -2% | 0.1% | -6% | 3% | 7

3 compounds from above, sorted by the number in B2AR arrestin, ascending.
SMILES | B2AR arrestin
COc1ccc(C2C(C#N)=C(N)OC3=C2C(=O)CC(C)(C)C3)c([N+](=O)[O-])c1OC (configuration not stated) | -0.7%
C=CCn1c(Cc2cccs2)nnc1SCC(=O)Nc1ccc(OC)c(OC)c1 | -0.2%
COc1ccc(-n2nc(C(=O)NCC(=O)NCCCN3CC(C)CC(C)C3)c3ccccc3c2=O)cc1Cl (configuration not stated) | 0.2%

Other entries follow:
SMILES | ELG1 genotox | BRCA1 expr act | S-ASM inh | Eya2 phos inh | PTAP TSG101 blk | USP2a inh | p53 reactivation | B2AR arrestin | uPA generation | a7 integrin act | TRPV1 ag
CCCCS(=O)c1snnc1C (configuration not stated) | 0% | 33% | 0% | -1% | 1% | 4% | -10% | -0.4% | 2% | 16% | -2
CCc1cc(=O)oc2c(CNCc3ccc(OC)cc3OC)c(O)c(Cl)cc12 | 0% | -1% | i | -10% | -1% | 2% | -4% | -0.4% | 2% | -18% | -5
Cc1cccc(NC(=O)NC(C)C(c2ccccc2)N2CCN(C)CC2)c1 (configuration not stated) | 1% | -3% | 9% | -8% | -8% | -1% | 5% | -1.0% | 3% | -2% | 1
CC1(C)C2CCC1(C)C(OCCNCCOC(=O)Nc1ccccc1)C2 (configuration not stated) | -7% | 2% | -5% | ? | -4% | 3% | 7% | 0.3% | 8% | -5% | ?
CCCCN=C1N/C(=C\c2ccco2)C(=O)N1c1ccccc1 | 1% | -14% | 230%[activator] | 7% | 4% | -14% | -5% | 0.2% | 0% | -14% | -6
Oc1ccc(Nc2ncnc3scc(-c4ccccc4)c23)cc1 | -6% | -10% | -1% | 1% | -2% | 4% | -5% | -1.7% | -6% | 2% | 5
O=C(Nc1ccc(SC(F)F)cc1)C1CC(=O)N(Cc2ccccc2)C1 (configuration not stated) | 4% | 11% | -2% | -10% | -4% | 2% | -6% | -0.4% | -15% | 12% | ?
O=C(CN(C(=O)CCC(=O)Nc1nccs1)c1ccccc1F)NCc1ccc2c(c1)OCO2 | -8% | -16% | -1% | -10% | 0% | 0% | -6% | 4.0% | -2% | 7% | -2
C=CCn1cc(C(=O)NCc2ccco2)c(=O)c2cc(S(=O)(=O)N3CCCCCC3)ccc21 | 2% | -2%[1.84 µM] | -11% | -19% | -18% | -5% | -14% | -0.7% | -5% | -21% | ?
CCOP(=O)(OCC)c1nc(-c2cccc3ccccc23)oc1N1CCOCC1 | -7% | -23% | i | 1% | -3% | -1% | -12% | 0.4% | 5% | -19% | ?
NS(=O)(=O)c1ccc(CCNC(=O)C2CCN(c3ncnc4c3nc3n4CCCCC3)CC2)cc1 | 0%[9.26 µM] | -14% | 5% | 8% | 2% | 1% | 0% | -0.2% | -2% | 0% | 2
C=CCn1c(SCCC(=O)O)nc2c1c(=O)n(C)c(=O)n2C | -6% | 14% | 3% | 6% | 0% | 1% | 18% | 0.5% | 5% | 16% | 2
O=C(CNC(=O)c1cccs1)N/N=C/c1cccc(Br)c1 | 0% | -1% | -1% | -2% | 0% | 2% | / | -0.8% | 3% | 4% | 3
O=C(CSc1nnnn1C1CCCCC1)NCc1ccco1 | 1% | -1% | 1% | 16% | -2% | -1% | 0% | 0.3% | 0% | -20% | 5
Cc1ccc([C@@H]2CC=C(C(=O)O)CN2S(=O)(=O)c2ccc(C)cc2)cc1 | 0% | 0% | 11% | -12% | 1% | -4% | 22% | 0.4% | 13% | -9% | 8
CC1=Nc2ccccc2/C1=C\c1nc(-c2ccc(F)cc2)oc1O | 3% | -15% | ? | 8% | ? | -7% | 4% | -0.2% | / | -18% | 8
COc1ccc(/C=N\NC(=O)c2ccccc2F)cc1COc1ccc(F)cc1F | / | -21% | -8% | -11% | 0% | -3% | 10% | -0.6% | -19% | -32% | 30

Fetched by structure from the entries so far, three records:
SMILES | ELG1 genotox | BRCA1 expr act | S-ASM inh | Eya2 phos inh | PTAP TSG101 blk | USP2a inh | p53 reactivation | B2AR arrestin | uPA generation | a7 integrin act | TRPV1 ag
CC1(C)C2CCC1(C)C(OCCNCCOC(=O)Nc1ccccc1)C2 (configuration not stated) | -7% | 2% | -5% | ? | -4% | 3% | 7% | 0.3% | 8% | -5% | ?
CCCCS(=O)c1snnc1C (configuration not stated) | 0% | 33% | 0% | -1% | 1% | 4% | -10% | -0.4% | 2% | 16% | -2
Cc1ccc([C@@H]2CC=C(C(=O)O)CN2S(=O)(=O)c2ccc(C)cc2)cc1 | 0% | 0% | 11% | -12% | 1% | -4% | 22% | 0.4% | 13% | -9% | 8
